# ALOX12 inh: ALOX12 (human) lipoxygenase inhibition; AID 1671190; Potency, µM (top dose mostly 108 µM), inactives show top-dose activity change, negative = inhibition, actives largely listed as inhibitors; P18054; purified 12hLO, xylenol orange hydroperoxide absorbance; 580,000 tested, 1.1% active; active = well fitted inhibition curve with a large enough effect; inconclusive = small, poorly fitted or top-dose-only effect, or another doubt; inactive = no such curve, though single readings can be large or run the other way; also: potency is read from the fitted curve at half-maximal effect
# Target sequence (P18054 whole entry, looked up): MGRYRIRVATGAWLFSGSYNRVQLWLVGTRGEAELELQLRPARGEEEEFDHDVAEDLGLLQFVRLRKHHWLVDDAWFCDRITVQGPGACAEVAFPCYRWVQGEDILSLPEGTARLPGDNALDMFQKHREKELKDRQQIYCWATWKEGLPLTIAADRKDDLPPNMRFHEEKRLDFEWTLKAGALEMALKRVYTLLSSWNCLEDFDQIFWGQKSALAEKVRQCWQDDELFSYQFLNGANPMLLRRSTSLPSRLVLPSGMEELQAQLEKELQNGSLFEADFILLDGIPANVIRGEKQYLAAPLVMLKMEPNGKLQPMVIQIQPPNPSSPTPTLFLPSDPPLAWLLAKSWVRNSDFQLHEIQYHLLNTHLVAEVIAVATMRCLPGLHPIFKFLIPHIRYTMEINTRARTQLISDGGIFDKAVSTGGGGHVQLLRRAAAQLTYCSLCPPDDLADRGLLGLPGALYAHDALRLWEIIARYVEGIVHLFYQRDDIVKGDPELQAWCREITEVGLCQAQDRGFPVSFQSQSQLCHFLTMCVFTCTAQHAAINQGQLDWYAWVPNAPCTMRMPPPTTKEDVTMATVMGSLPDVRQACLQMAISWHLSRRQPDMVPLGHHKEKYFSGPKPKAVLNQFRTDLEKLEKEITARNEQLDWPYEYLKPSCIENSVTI
#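 Purified human 12hLO (150 nM final) in 25 mM Hepes, 0.01% Triton X-100, pH 7.0 was preincubated 15 min at room temperature with compound. Then 40 uM arachidonic acid was added, 30 min. Hydroperoxide was read by Fe-XO absorbance ratio 573/405 nm.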
# LDHA inh: blocks human lactate dehydrogenase A; activity change, % (values are at about 110 or 230 µM); P00338; 480,000 tested, 0.15% active; purified LDHA, NADH/diaphorase-resazurin fluorescence; active compounds read low; in the data active = activity change below about -30%; inconclusive = mostly about -25% to -30%;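 also: plate controls were DMSO wells for no effect and wells without enzyme for full effect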
#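 Resorufin fluorescence (ex540/em590), read at 0 and 20 min after diaphorase/resazurin addition, reports the NADH left after a 5 min room-temperature reaction of 2 nM human LDH5 with 0.06 mM NADH and 0.2 mM pyruvate.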
# Numbers without * were called inactive; ? = inconclusive; & = joins results of further samples; [ ] = remark or other dose. Unless noted, % is scaled to controls: 0 for no effect and ±100 for the full control effect. These rows are one share of the data; the hit share may differ from the screen's.
SMILES,ALOX12 inh,LDHA inh
O=C(CSc1nnc(-c2cnccn2)n1-c1ccccc1)Nc1ccc2c(c1)OCO2,-7.2%,0.2
CC1CC1c1ccc(CNCc2ccco2)o1 (stereo unspecified),?,4.0
O=C(Nc1ccc(Cl)cc1Cl)C1CCCN(c2ncnc3nc[nH]c23)C1 (stereo unspecified),-4.2%,-8.1
COc1cccc(CNC(=O)CSc2nc(-c3ccccc3C)nc3cc(=O)[nH]n23)c1,?,-6.3
C=CCOc1ccc(C(=O)NCCC2=CCCCC2)cc1,-34.0%,-3.5
COc1cc(OC)cc(C(=O)/C(=C/c2cccs2)c2nc3ccccc3o2)c1,-4.0%,10.6
O=C(CCN1CCN(c2cnccn2)CC1)Nc1ccccc1F,-17.9%,-0.6
CCOc1cc(/C=C2/NC(=O)NC2=O)ccc1OCc1ccc(Cl)cc1,26.5%,0.5
O=C(COc1cccc(Br)c1)Nc1ccc(NC(=O)C2CC2)cc1C(F)(F)F,?,-4.4
Cc1ccc2nc(C)c(C(=O)NCc3cccnc3OC(C)C)cc2c1,35.0%,6.4
CSc1cc(C(=O)O)ccn1,-5.1%,-5.8
COCc1cccc(C(=O)NCCC(c2ccccc2)c2ccccc2)c1,?,-3.0
COc1cccc(OCc2cc(C3C(C#N)=C(N)Oc4n[nH]c(C)c43)ccc2OC)c1 (stereo unspecified),?,-7.0
COc1ccccc1N1CCN(C(C(=O)O)c2c[nH]c3cc(NC(=O)CCC(=O)O)ccc23)CC1 (stereo unspecified),?,1.8
c1ccc(Oc2nc(-c3ccncc3)nc3ccccc23)cc1,?,13.8
COc1nc(C(=O)N(C)CC(=O)NC(C)(C)C)cc2ccccc12,34.7%[activator],0.2
CC(C)C(NC(=O)Cn1nnn(-c2ccccc2)c1=O)c1ccccc1 (stereo unspecified),-1.7%,0.0
Cc1ccc(C(=O)NCc2coc(-c3cccs3)n2)c(C)c1,-20.3%,-2.0
Cn1cnc2c1c(=O)n(CC(=O)NCC1(c3ccccc3)CCCC1)c(=O)n2C,-18.7%,5.0
Cc1ccc(-c2cc3nccc(-c4ccccc4O)n3n2)cc1,-17.8%,-1.4
Cc1ccccc1-n1cnnc1SCC(=O)Nc1ccc(S(=O)(=O)N2CCCCCC2)cc1,-15.5%,-1.2
O=C(CCn1nc(-c2ccccc2)c2ccccc2c1=O)N1CCCC1,-4.4%,-3.6
Cn1c(=O)c2[nH]c(CN3CCc4ccccc4C3)nc2n(C)c1=O,0.8%,-1.6
CC(C)(C)c1ccc(C(=O)Nc2cc(F)ccc2F)cc1,-22.5%,7.6

# 12 entries from above, arranged by count of non-hydrogen atoms, smallest number first.
SMILES,ALOX12 inh,LDHA inh
CSc1cc(C(=O)O)ccn1,-5.1%,-5.8
CC(C)(C)c1ccc(C(=O)Nc2cc(F)ccc2F)cc1,-22.5%,7.6
Cc1ccc(C(=O)NCc2coc(-c3cccs3)n2)c(C)c1,-20.3%,-2.0
c1ccc(Oc2nc(-c3ccncc3)nc3ccccc23)cc1,?,13.8
COc1nc(C(=O)N(C)CC(=O)NC(C)(C)C)cc2ccccc12,34.7%[activator],0.2
CC(C)C(NC(=O)Cn1nnn(-c2ccccc2)c1=O)c1ccccc1 (stereo unspecified),-1.7%,0.0
COCc1cccc(C(=O)NCCC(c2ccccc2)c2ccccc2)c1,?,-3.0
O=C(COc1cccc(Br)c1)Nc1ccc(NC(=O)C2CC2)cc1C(F)(F)F,?,-4.4
Cn1cnc2c1c(=O)n(CC(=O)NCC1(c3ccccc3)CCCC1)c(=O)n2C,-18.7%,5.0
COc1cccc(OCc2cc(C3C(C#N)=C(N)Oc4n[nH]c(C)c43)ccc2OC)c1 (stereo unspecified),?,-7.0
Cc1ccccc1-n1cnnc1SCC(=O)Nc1ccc(S(=O)(=O)N2CCCCCC2)cc1,-15.5%,-1.2
COc1ccccc1N1CCN(C(C(=O)O)c2c[nH]c3cc(NC(=O)CCC(=O)O)ccc23)CC1 (stereo unspecified),?,1.8

# Following part.
SMILES,ALOX12 inh,LDHA inh
COCC(C)n1c(C)cc(C(=O)CSc2nc3nc(C)cc(C)n3n2)c1C (stereo unspecified),-14.0%,5.1
Cc1cccc(NC(=O)CCS(=O)(=O)c2ccc3c(c2)CCN3C(=O)C2CC2)c1,-57.1%,-8.9
CCCC(=O)NC1(C(F)(F)F)N=C(c2ccccc2)N(CCc2ccccc2)C1=O (stereo unspecified),6.4%,-2.1
O=C(NCc1ccccc1CN1CCCC1)c1cnn(-c2ccccc2)c1,5.6%,1.7
CCNC(=O)NCc1ccc(C(=O)OC)cc1,-0.7%,-0.1
Cc1cccc(/C=C/C(=O)c2cc3ccccc3oc2=O)c1,-13.7%,9.0
CNC(=O)CN1CCCC1c1ccsc1 (stereo unspecified),-26.2%,0.5
COC(=O)c1ccc([C@H]2[C@@H](C(=O)O)c3ccccc3C(=O)N2Cc2ccc(F)cc2)cc1,?,0.9
CCCCn1c(=O)n(CCC#N)c(=O)c2c1nc(CO)n2CCC,1.0%,5.0
COc1ccc(C(=O)CC#N)c(OC)c1,0.0%,1.0
O=C(Nc1ccccc1SC1CCCC1)c1ccc(F)cc1,6.8%,0.9
CCOc1ccc(-n2ccn3c(SC(CC)C(=O)Nc4ccc(OC)cc4)nnc3c2=O)cc1 (stereo unspecified),?,11.1
COC(=O)Cn1c(=O)c2c(nc(-n3nc(C)cc3C)n2Cc2cccc(C)c2)n(C)c1=O,16.0%,-5.2
O=C(NCc1ccc(F)cc1)C(Sc1ccccc1)c1ccccc1 (stereo unspecified),3.9%,5.3
O=C(NCc1ccccc1)C(c1ccncc1)n1c(=O)c(-c2ccccc2)nc2ccccc21 (stereo unspecified),10.8%,3.5
CC(SC1CCCC1)C(=O)Nc1ccc2c(c1)CCC2 (stereo unspecified),-15.7%,0.9
COc1cc(CNC(=O)c2ccc3c(c2)CCC(=O)N3)ccn1,9.8%,-7.9
N#Cc1cccc(C(=O)NC2CCCN(Cc3ccccc3)C2)c1 (stereo unspecified),-7.3%,1.1
O=C(NCCc1cccnc1)c1cccc(Cl)c1,-4.4%,-1.5
O=C(CCc1c[nH]c2ccccc12)OCC(=O)N1CCCC1=O,-29.8%,-2.3
Cc1ccc(CNC(=O)CC(C)Cc2nnc3c(=O)n(-c4cccc(F)c4)ccn23)cc1 (stereo unspecified),17.9%,3.1
Cc1cccc(C(=O)Nc2nnc(C3CC(=O)N(c4cc(C)cc(C)c4)C3)s2)c1 (stereo unspecified),?,4.2
O=C(NCc1cccc(OC(F)F)c1)c1ccccc1-n1cnnn1,-9.6%,5.5
O=C(CCc1c[nH]c2ccccc12)NCCC12CC3CC(CC(C3)C1)C2,-54.0%,10.3
Nc1ncnc(Nc2cccc(Cl)c2)c1[N+](=O)[O-],?,-1.2
CC(C)CCN1C(=O)c2ccccc2C1c1nnnn1C(C)C (stereo unspecified),?,-1.7
COc1ccc(C(=O)c2sc(Nc3cccc(F)c3)nc2N)cc1,3.4%,-5.6
N=C1C(c2nc(-c3ccc(Cl)cc3)cs2)=C(O)CN1NC(=O)c1ccc2c(c1)OCO2,?,7.7
Cc1ccc(-c2cc(C(=O)NCc3ccco3)c3cccc(C)c3n2)cc1,-28.5%,-2.9
CC(C)(C)c1ccccc1NC(=O)c1ccc2c(c1)CCC2,19.3%,2.0
Cc1ccc(-c2cc(C(=O)O)c3ccccc3n2)cc1C,-36.0%&41.3%,9.6&7.4
COc1ccc(S(=O)(=O)NC(C)C)cc1-c1noc(C(C)(C)C)n1,13.0%,7.6
CCCCCn1nc(C(=O)Nc2ccn(C)n2)c2ccccc2c1=O,15.1%,10.3
CCCCn1c(N)c(N(CC)C(=O)C2Cc3ccccc3C(=O)O2)c(=O)[nH]c1=O (stereo unspecified),?,-0.1
O=C1C(C2=CCCCC2)CCCC1C1=CCCCC1 (stereo unspecified),?,10.0
CN(C)S(=O)(=O)c1ccc(NC(=O)COc2ncnc3ccc(Br)cc23)cc1,?,-3.4
Cc1c(C(=O)CN2CCCCC2)c2ccccc2n1C,-41.3%,8.0
O=S(=O)(c1ccccc1)N1CCN(c2nc3ccccc3o2)CC1,32.8%[activator],-4.6
Cc1ccc(Nc2nnc(SCC(=O)N3CCCC3)s2)c(C)c1,-21.0%,-18.8
O=C(NC1CCCC1)C(c1ccccc1)n1c(Cc2cc(F)cc(F)c2)nc2ccccc21 (stereo unspecified),3.4%,-3.6
Cc1cc(C2=NNC(=NC(C)C)SC2)c(C)n1C1CC1,?,-8.1
CCOc1ccc(C(F)(F)F)cc1N,-5.2%,4.0
NC(=O)CN1CCN(c2ccnc3c(F)ccc(F)c23)CC1,15.8%,-11.8
COc1cccc(CN(C)CC(O)COc2c(C)cccc2C)c1OC (stereo unspecified),-20.9%,4.9
CCc1ccc(NC(=O)CNC(=O)c2ccc(OC)cc2)cc1,-28.3%,-7.7
c1ccc(-n2ncc3c(Oc4cccnc4)ncnc32)cc1,19.1%,-1.1
NCCSCc1ccco1,5.5%,1.2
N#Cc1ccccc1CNc1ccccc1I,?,6.7
CC(=O)c1cc2c(cc1O)CCCC2,-15.5%,3.3
CCOC(=O)CNC(=O)c1cc2cccc(OCC)c2oc1=O,?,6.1
COc1cccc(-n2ccn3c(SCC(=O)N4CCN(c5ccc(F)cc5)CC4)nnc3c2=O)c1,5.1%,-2.4
CCCCCn1nc(C(=O)Nc2cccc(Br)c2)c2ccccc2c1=O,-4.4%,2.2
CC(=O)[C@@H]1SC(N)=C(C#N)[C@H]1c1cccs1,?,12.5
O=C(c1cc(C2=NNC(=Nc3ccccc3F)SC2)c[nH]1)N1CCCC1,-36.4%,16.6
Cc1ccc2nc(CSc3nnc(N4CCOCC4)n3-c3cccc(F)c3)cn2c1,-11.7%,7.6
CCOc1ccccc1/C=C1\NC(=O)NC1=O,?,6.5
Cc1ccc(NC(=O)CN2CCCC2c2ccc(F)cc2)cc1 (stereo unspecified),6.3%,1.5
Cc1c(Cl)cccc1NC(=O)c1nc2ccccc2nc1N1CCCCC1,14.0%,1.9
Nc1nccnc1C(=O)Nc1cccc(Cn2ccnc2)c1,3.9%,-10.4
Cc1ccccc1N1CCN(CC(O)Cn2c3ccccc3n3c(=O)cc(C)c(C#N)c23)CC1 (stereo unspecified),7.2%,0.5
# Further results
SMILES,ALOX12 inh,LDHA inh
COC(=O)[C@@]1(Cc2ccc(F)cc2)[C@H]2c3cc(C(=O)N(C)C)n(Cc4ccc(C)c(F)c4F)c3C[C@H]2CN1C(=O)c1ccccc1,-3.9%,1.2
COc1cc(NC(=O)c2cnc(NCc3ccc4c(c3)OCO4)nc2C)cc(OC)c1,66.9%[activator],13.9
COc1ccc(C2CC(=O)C=C(Nc3ccc(F)cc3F)C2)cc1 (stereo unspecified),11.0%,3.6
CCOC(=O)c1cnc2c(OC)cccc2c1Nc1ccccc1,?,1.7
O=C(O)CNC(=O)C1CCOCC1,?,9.5
CN(Cc1ccccc1)C(c1cc2ccccc2o1)c1nnnn1C(C)(C)C (stereo unspecified),7.6%,-7.9
CCc1ccc2oc(-c3ccc(N)cc3O)nc2c1,8.0%,-0.2
O=C(O)CCS(=O)(=O)Cc1cccc(Br)c1,?,-1.0
CCCn1nc(C(=O)Nc2ccc(F)c(Cl)c2)c2ccccc2c1=O,-24.6%,-1.1
CCOc1ccc(S(=O)(=O)Nc2nc3ccccc3nc2Nc2ccc(N(C)C)cc2)cc1,0.9%,8.6
COc1ccc(CN2C(=O)c3ccccc3C2c2nnnn2C(C)C)cc1 (stereo unspecified),26.7%,-6.4
CCCC(=O)NCc1ccc(-c2nc3ccccc3s2)cc1,39.8%[activator],?

# The last 3 records of the part before lead into the next:
SMILES,ALOX12 inh,LDHA inh
CCOc1ccc(S(=O)(=O)Nc2nc3ccccc3nc2Nc2ccc(N(C)C)cc2)cc1,0.9%,8.6
COc1ccc(CN2C(=O)c3ccccc3C2c2nnnn2C(C)C)cc1 (stereo unspecified),26.7%,-6.4
CCCC(=O)NCc1ccc(-c2nc3ccccc3s2)cc1,39.8%[activator],?
CN(C)c1nc2c(c(=O)n(C)c(=O)n2C)n1CCc1ccccc1,?,4.9
Cc1c(Cl)cccc1NC(=S)NCCc1cccs1,?,3.5
CCC(C)NC(=O)N1CCC2(CC1)Nc1ccccc1-n1cccc12 (stereo unspecified),-9.7%,-1.7
COc1ccc(-c2c(NC(=O)c3ccc([N+](=O)[O-])cc3)oc3ccc(Cl)cc3c2=O)cc1OC,?,0.0
Cc1ccc(/C(O)=C2\C(=O)C(=O)N(c3nc4ccccc4s3)C2c2ccc(O)cc2)cc1 (stereo unspecified),17.8µM*,5.5
Cc1cnc(C(=O)OCc2cccc(C(F)(F)F)c2)cn1,-7.2%,-1.6
CCCCN(CC)C(=O)c1cccc2c(C)c(C)[nH]c12,-12.7%,6.7
CC(=O)c1ccccc1OCc1ccccc1,7.9%,11.3
Cc1cc(C(=O)CSc2ccccc2Br)c(C)[nH]1,-74.8%,0.2
CCN(C(=O)Cn1c(=O)c2c(ncn2CC)n(Cc2ccccc2)c1=O)c1cccc2ccccc12,6.0%,11.7
CCCN1CCN(c2nc3ccccc3nc2NS(=O)(=O)c2cccc(Cl)c2)CC1,?,-2.6
COC(=O)CCN(C)CC1CCCO1 (stereo unspecified),?,2.7
CCCNc1c(NC(=O)CC(=O)OC)c(=O)oc2ccccc12,1.0%,-1.9
CC(=O)c1cc2c(cc1NC(=O)CSc1nnc(C3CC3)n1Cc1ccccc1)OCO2,-27.8%,9.9
Cc1cccc(C)c1-n1nnnc1C(c1ccnc2ccccc12)N1CCN(c2ccccc2F)CC1 (stereo unspecified),0.0%,1.9
